GPR55 antagonists: GPR55 antagonists blocking LPI-driven arrestin recruitment, primary screen, imaging, U2OS, beta-arrestin-GFP, LPI agonist (AID 2013) | U2OS GPR55 beta-arrestin-GFP translocation imaging, LPI antagonism; higher % means a stronger effect | one-dose inhibition, % at 10 µM; IC50 in µM for titrated hits | 290,000 tested, 0.13% active;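 active = spots per cell inhibited over 60%, with over 100 cells counted and total cytoplasm intensity under 500,000; inconclusive = wells with under 100 cells, flagged as likely toxic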;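 note: U2OS cells stably carrying GPR55 and arrestin-GFP stimulated by 5 µM LPI near EC80; imaged beta-arrestin-GFP aggregate spots per cell after agonist stimulation; plate controls were LPI-stimulated DMSO wells for no effect and DMSO wells without LPI for full effect; some results filed as inactive read as strong as hits; confirmed hits need IC50 under 10 µM and bright autofluorescent wells are also inconclusive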
Myeloid diff MLP: myeloid differentiation induction | ER-HoxA9 myeloid progenitors, lysozyme-GFP differentiation, flow cytometry | calls only at 10 µM | 360,000 tested, 1% active | AID 624256;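 active = normalized GFP-positive differentiation at or above the plate's own cutoff, the solvent-only control mean plus 3 SD; inconclusive = no clear call, values can overlap the other calls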;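 note: cells exposed to compound for four days before flow analysis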
NOD1 inhibition: inhibition of NOD1-driven NF-kB reporter – cell-based, luminescence, uHTS, primary screen (AID 1578); NOD1-driven NF-kB luciferase reporter cells, luminescence; higher % means a stronger effect; one-dose inhibition, % at 4 µM; EC50 in µM for titrated hits; 290,000 tested, 1% active; in the data active = inhibition mostly above about 36%, no sharp cut-off; inactive = mostly below about 34%;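 note: HEK-293T reporter cells stimulated with the NOD1 agonist gamma-tri-DAP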
GPR55 activation: selective activators of receptor GPR55 – imaging, U2OS cells, beta-arrestin-GFP redistribution, primary screen (AID 1961); U2OS GPR55 beta-arrestin-GFP redistribution imaging; higher % means a stronger effect; activation, % at 10 µM, or EC50 in µM where a hit was titrated; 290,000 tested, 0.048% active;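 active = activation above 40% with more than 50 cells counted in the well; inconclusive = wells holding fewer than 50 cells, flagged as toxic or sparse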;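 note: U2OS osteosarcoma cells stably expressing GPR55 and beta-arrestin-GFP; plate controls were DMSO negative control for no effect and LPI positive control for full effect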
KOR beta-arrestin-1: KOR agonists, beta-arrestin recruitment, primary screen, cell-based, luminescence, uHTS (AID 1777); 280,000 tested, 0.02% active; one-dose activation, % at 10 µM; EC50 in µM for titrated hits; KOR beta-arrestin recruitment, luminescence; higher % means a stronger effect; in the data active = activation above about 50%, passing the limit was not always enough; note: a part of the inactive calls stands beside numbers as strong as those of hits
KOR beta-arrestin-2: KOR antagonists, beta-arrestin recruitment, cell-based, luminescence, uHTS (AID 1778) | 290,000 tested, 0.091% active | KOR beta-arrestin recruitment, luminescence, antagonist mode; higher % means a stronger effect | inhibition, % at 10 µM, or IC50 in µM where a hit was titrated; note: strong numbers were not always called active
NOD2 inhibition: NOD2 signaling inhibitors, cell-based, luminescence, uHTS, HEK293 (AID 1566) | HEK293 NOD2/NF-kB luciferase reporter, luminescence; higher % means a stronger effect | inhibition, % at 4 µM; hits with a dose series show EC50 in µM | 290,000 tested, 0.63% active; note: many of its hits are not listed in these tables
HIV peptide binding: cell-free HIV fusion peptide-binding blockers – biochemical, uHTS, fluorescence dequenching, primary screen (AID 1986). 290,000 tested, 0.3% active. cell-free peptide binding, fluorescence dequenching, 30 min; higher % means a stronger effect. inhibition, % at 20 µM, or IC50 in µM where a hit was titrated; in the data active = inhibition mostly above about 52%, no sharp cut-off; inactive = mostly below about 76%; note: some results filed as inactive read as strong as hits
GPR35 arrestin U2OS: inhibition of zaprinast-stimulated GPR35 beta-arrestin translocation – imaging, U2OS, beta-arrestin-GFP, zaprinast agonist, primary screen (AID 2058) | 290,000 tested, 0.052% active | U2OS GPR35 beta-arrestin-GFP translocation imaging, zaprinast antagonism; higher % means a stronger effect | one-dose inhibition, % at 10 µM; IC50 in µM for titrated hits;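 active = inhibition of at least 50% with at least 30 cells and total cytoplasm GFP at most 10,000,000; inconclusive = under 30 cells or total GFP of 10,000,000 plus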
Myeloid diff MLP GFP+ MAC1+ %: further read-out of Myeloid diff MLP, marked with its call; GFP+ MAC1+ double positive, %; measured here: differentiation confirmed by MAC1 staining
* hit, by the source's call; i = inactive; ? = inconclusive; / = no result given; [ ] = another dose, or the depositor's remark. Cut-off read from the data, not from the text of the source, unless noted: active = inhibition above about 50%; inactive = the rest. This is a subset. The share of hits here may be higher or lower than overall.

SMILES	GPR55 antagonists	Myeloid diff MLP	Myeloid diff MLP GFP+ MAC1+ %	NOD1 inhibition	GPR55 activation	KOR beta-arrestin-1	KOR beta-arrestin-2	NOD2 inhibition	HIV peptide binding	GPR35 arrestin U2OS
CC/C(=N\NC(=O)c1nnn(-c2nonc2N)c1CN(C)c1ccccc1)c1ccccc1	-5.0%	i	0.9	-7.6%	-0.2%	-1.1%	23.8%	-2.5%	-0.6%	-8.6%
O=C(c1cc(COc2cccc(C(F)(F)F)c2)on1)N1CCc2ccccc2C1	22.9%	i	1.1	-16.9%	-0.1%	2.6%	-6.1%	14.1%	2.6%	1.4%
CN(C)C(=O)c1ccc(-c2nnc(NCc3ccccc3)c3ccccc23)cc1	6.2%	i	0.4	-35.1%	-0.5%	-0.1%	23.3%	11.2%	-2.9%	-4.4%
O=C(Cn1nnc(-c2ccccc2)n1)OC1CCOC1=O (stereo unspecified)	4.8%	i	0.6	-3.1%	0.7%	0.2%	-13.1%	-4.5%	-0.2%	-2.5%
O=C(c1ccc(NC2=NC3CS(=O)(=O)CC3S2)cc1)N1CCN(c2ccccc2F)CC1 (stereo unspecified)	-2.7%	i	1.9	14.5%	-0.1%	-6.8%	-13.9%[20 µM]	15.8%	-0.1%	0.4%
CCN(CC)c1ncnc2c1[nH]c1ccccc12	7.2%	i	0.4	19.8%	-0.2%	-1.7%	-5.1%	18.1%	0.8%	0.9%
O=C(NC1CCCCC1)n1c(=O)oc2cc(S(=O)(=O)N3CCCCC3)ccc21	-3.3%	i	8.3	11.5%	-0.3%	-2.0%	6.6%	-7.0%	-0.2%	-14.5%
CC(=O)c1c(N2CCOCC2)nc2ccc(Cl)cc2c1-c1ccccc1	5.2%	i	0.2	-6.2%	-0.2%	2.8%	27.8%	17.2%	1.1%	-2.2%
Cc1ccc(O)c(-c2cc3ccccc3[nH]2)c1	25.6%	i	1.2	-35.3%	-0.5%	5.1%	19.0%	-12.8%	0.3%	-3.0%
O=C(Nc1ccccc1N1CCOCC1)c1ccc2c(c1)C(=O)N(Cc1ccncc1)C2=O	7.0%	i	0.6	-7.1%	0.1%	25.3%	9.6%	11.3%	-2.2%	-8.6%
Cc1nnc(NC(=O)COc2ccccc2)s1	4.9%	i	8.7	-8.8%	-0.1%	-1.1%	-7.6%	10.0%	-2.0%	4.0%
CCc1nc2ccc(C(=O)NC3CCC(C)CC3)cc2nc1CC (stereo unspecified)	4.6%	i	1.0	-16.3%	-0.2%	-2.5%	-24.4%	6.0%	-1.3%	0.8%
O=C(NC1CCN(C(=O)Nc2ccc(F)cc2)CC1)c1ccccc1F	-7.0%	i	0.2	-26.5%	0.0%	3.9%	-20.0%	7.7%	0.3%	-9.2%
COc1cc(C(O)P(=O)(OC(C)C)OC(C)C)cc(OC)c1OC (stereo unspecified)	-1.4%	i	0.7	-6.5%	0.1%	-4.4%	12.2%	15.4%	-0.9%	9.2%
Cn1nnc(NC(=O)c2ccc3ccccc3c2)n1	-0.7%	i	1.2	-7.3%	-0.5%	-1.7%	-11.1%	9.4%	-1.4%	18.1%
N#Cc1cc(-c2ccccc2)cn(Cc2c(Cl)cccc2Cl)c1=O	14.7%	i	6.7	-30.1%	0.0%	0.8%	40.3%	-5.2%	0.8%	-3.1%
CSC(=NC#N)N1CCN(c2ccccn2)CC1	7.0%	i	0.2	-13.2%	-0.1%	-6.6%	8.1%[20 µM]	13.7%	1.2%	9.8%
COc1ccc2nc(C)cc(Nc3ccc(N4CCOCC4)cc3)c2c1	-1.2%	i	2.2	-28.5%	-0.1%	2.7%	-45.5%	2.5%	2.8%	6.2%
CCN(Cc1ccccc1)C(=O)Cn1c(=O)oc2ccccc21	6.3%	i	0.6	-16.9%	-0.2%	-6.8%	11.3%	12.3%	0.4%	5.0%
CC(c1ccncn1)N(C)C(=O)c1ccc2oc(Cc3ccccc3)nc2c1 (stereo unspecified)	-1.2%	i	0.3	-30.9%	0.4%	6.0%	-11.3%	-0.4%	0.2%	-3.8%
O=C(Nc1ccc2c(c1)OCCO2)C1CCN(S(=O)(=O)c2ccc(Br)s2)CC1	13.4%	i	0.8	-30.2%	-0.1%	-4.1%	-4.9%	4.5%	-0.6%	-15.3%
COC(=O)C1=C(C)NC(C)=C(C(=O)OC)C1c1ccccc1[N+](=O)[O-]	-2.9%	i	1.8	15.1%	-0.1%	-0.5%	-30.3%	-0.5%	-0.9%	17.1%
COCc1c(Br)c(C)nc(OCC(=O)N/N=C/c2ccc(C)o2)c1C#N	2.5%	i	0.9	-24.5%	0.5%	-2.3%	-1.8%	16.0%	1.5%	-9.9%
Cc1ccc(S(=O)(=O)N(C)c2ccc(C(=O)NCCc3ccccc3)cc2)cc1	2.9%	i	2.6	-23.8%	0.2%	7.5%	-6.9%	-26.1%	2.3%	3.9%
C/C(CC(=O)NC1CCCCC1)=N\NC(=O)COc1ccc(C)cc1Br	8.1%	i	0.5	-45.3%	0.4%	-2.0%	3.9%	3.9%	-0.8%	9.0%
Cc1ccc(NC(=O)CC2C(=O)NCCN2C(=S)Nc2ccccc2)c(C)c1 (stereo unspecified)	-4.9%	i	1.0	8.3%	-0.3%	-2.5%	6.9%	11.5%	-0.2%	-5.7%
Cc1cc(CSC(=N)N)c(CSC(=N)N)cc1C	1.1%	i	0.3	-1.7%	-0.3%	2.7%	36.9%	8.1%	0.5%	-5.3%
CCc1ccc(N2CC(C(=O)N3CCCCCC3)CC2=O)cc1 (stereo unspecified)	0.8%	i	0.5	-1.0%	-0.4%	2.1%	-66.4%	7.0%	2.9%	-0.9%
COc1ccc(S(=O)(=O)N(CC(=O)N2CCN(c3ccccc3)CC2)c2ccccc2)cc1	10.9%	i	3.0	2.2%	-0.1%	-1.5%	12.9%	9.9%	8.9%	3.3%
Cc1cccc(N2CCN(C(=O)Cc3c(C(=O)O)[nH]c4ccc(Cl)cc34)CC2)c1C	-3.2%	i	0.7	20.3%	-0.2%	15.3%	1.1%	21.0%	-0.3%	-0.4%
CC(C)c1cc(O)c(-c2ccccc2)c(=O)n1-c1ccc(Cl)cc1	-7.2%	i	0.3	11.1%	0.4%	-1.9%	-2.7%	11.0%	3.1%	-0.8%
CSC1=NCCN1C(=O)C(C)Oc1ccccc1 (stereo unspecified)	9.6%	i	2.0	-31.2%	-0.3%	4.5%	-28.0%	-13.0%	1.6%	10.9%
CCC(NS(=O)(=O)c1ccc(OC)cc1)C(=O)NCCC1=CCCCC1 (stereo unspecified)	-5.8%	i	7.8	3.8%	1.2%	2.5%	3.9%	11.7%	-4.2%	1.6%
COc1ccc(N2CCN(C(=O)C3CCCO3)CC2)cc1 (stereo unspecified)	9.5%	i	6.2	-0.7%	-0.1%	8.3%	-10.5%	5.0%	7.7%	-1.4%
CCNC(=S)N/N=C/c1cccc(/C=N/NC(=S)NCC)c1	-2.7%	i	0.6	4.9%	0.1%	2.2%	-30.0%[20 µM]	4.9%	-3.2%	-1.9%
O=C(N/N=C/c1c[nH]c2ccccc12)c1ccn[nH]1	2.9%	i	0.6	-31.2%	-1.1%	-3.0%	-2.7%	-2.4%	-1.8%	-0.6%
Cc1cc(C)cc(N(CC(=O)NCC2CCCO2)C(=O)CN2C(=O)COc3ccccc32)c1 (stereo unspecified)	3.8%	i	4.5	-17.2%	0.2%	1.4%	-20.7%	-7.5%	2.3%	7.2%
COc1ccc(C(=O)COC(=O)CN2C(=O)c3ccccc3C2=O)c(OC)c1	18.9%	i	0.9	-31.1%	-0.2%	-1.3%	14.3%	-8.6%	1.9%	8.9%
O=C(Nc1ccc(F)cc1)c1nc(S(=O)(=O)Cc2ccccc2)ncc1Cl	-22.1%	?	/	/	-0.1%	-1.3%	39.2%	/	-0.4%	7.0%
COC(=O)[C@@]1(Cc2ccc(OC)cc2)[C@H]2c3cc(C(=O)N4CCCC4)n(Cc4ccc(OC)c(OC)c4)c3C[C@H]2CN1C(=O)c1ccccc1	2.4%	/	/	-25.3%	-0.1%	1.0%	-4.5%	-2.0%	2.7%	-3.4%
CC1=NN(C(=O)CCc2ccccc2)C(O)(c2ccncc2)C1 (stereo unspecified)	8.7%	i	1.5	-4.1%	0.0%	0.0%	4.0%	-3.3%	-1.6%	-3.5%
CC(=O)Nc1ccc(NC(=O)C2CCN(C(=O)NC3CCCCC3)CC2)cc1	9.1%	i	0.4	-24.5%	0.0%	0.4%	-7.9%	-1.0%	-2.2%	-2.9%
Cn1c(=O)n(C)c2cc(NC(=O)C(F)(F)F)ccc21	11.1%	i	0.9	-19.8%	-0.2%	1.2%	10.4%	-11.7%	-1.1%	-5.8%

Given with values under each structure: part of the list above.
The line under a structure holds: GPR55 antagonists | Myeloid diff MLP | Myeloid diff MLP GFP+ MAC1+ % | NOD1 inhibition | GPR55 activation | KOR beta-arrestin-1 | KOR beta-arrestin-2 | NOD2 inhibition | HIV peptide binding | GPR35 arrestin U2OS
> CC(C)c1cc(O)c(-c2ccccc2)c(=O)n1-c1ccc(Cl)cc1
→ -7.2% | i | 0.3 | 11.1% | 0.4% | -1.9% | -2.7% | 11.0% | 3.1% | -0.8%
> CSC1=NCCN1C(=O)C(C)Oc1ccccc1 (stereo unspecified)
→ 9.6% | i | 2.0 | -31.2% | -0.3% | 4.5% | -28.0% | -13.0% | 1.6% | 10.9%
> CCC(NS(=O)(=O)c1ccc(OC)cc1)C(=O)NCCC1=CCCCC1 (stereo unspecified)
→ -5.8% | i | 7.8 | 3.8% | 1.2% | 2.5% | 3.9% | 11.7% | -4.2% | 1.6%
> COc1ccc(N2CCN(C(=O)C3CCCO3)CC2)cc1 (stereo unspecified)
→ 9.5% | i | 6.2 | -0.7% | -0.1% | 8.3% | -10.5% | 5.0% | 7.7% | -1.4%
> CCNC(=S)N/N=C/c1cccc(/C=N/NC(=S)NCC)c1
→ -2.7% | i | 0.6 | 4.9% | 0.1% | 2.2% | -30.0%[20 µM] | 4.9% | -3.2% | -1.9%
> O=C(N/N=C/c1c[nH]c2ccccc12)c1ccn[nH]1
→ 2.9% | i | 0.6 | -31.2% | -1.1% | -3.0% | -2.7% | -2.4% | -1.8% | -0.6%
> Cc1cc(C)cc(N(CC(=O)NCC2CCCO2)C(=O)CN2C(=O)COc3ccccc32)c1 (stereo unspecified)
→ 3.8% | i | 4.5 | -17.2% | 0.2% | 1.4% | -20.7% | -7.5% | 2.3% | 7.2%

Source: PubChem BioAssay (several laboratories)
